Screening results: PubChem BioAssay, National Center for Advancing Translational Sciences (NCATS)
TexasRed autofl = qHTS Assay for Spectroscopic Profiling in Texas Red Spectral Region; Compound fluorescence, Texas Red channel, 547/618 nm; hits give high values; max dye-equivalent concentration, M; hit rate 0.06% among 59,000; AID 587, 2007; in the data active means max dye-equivalent concentration above about 10 nM; inconclusive means between about 1.1 nM and that limit
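Dye-equivalent concentrations come from scaling compound signal (ex 547, em 618 nm) to six Texas Red standard concentrations run on every plate, after 15 min room-temperature incubation in pH 8.0 Tris (100 mM).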
USP2a inh = qHTS Assay for Inhibitors of Ubiquitin-specific Protease USP2a; hit rate 0.1% among 60,000; USP2a enzymatic assay, qHTS inhibition; Ubiquitin carboxyl-terminal hydrolase 2 (Homo sapiens), O75604; AID 927, 2007; Potency, µM (doses to about 38.3 µM), for inactives: at the highest dose activity change, negative = inhibition, actives largely listed as inhibitors;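 further: potency means the concentration at half of the fitted maximal effect; nearly all actives have a fitted effect of over 60% in size; plate controls were DMSO for no effect and NEM full inhibition control for full effect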
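Inhibition is measured in a cell-free coupled assay with 20 nM USP2 core, 20 nM Ub-PLA2 and 20 uM NBD C6-HPC, 2.5 h incubation. Activity normalized to NEM control.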
Casp1 inh = qHTS Assay for Allosteric/Competitive Inhibitors of Caspase-1; Caspase-1 enzyme, Ac-WEHD-AFC fluorogenic rate; Potency, µM (doses to about 57.5 µM), for the others: at the top dose activity change, negative = inhibition, hits mostly inhibitors; hit rate 0.03% among 75,000;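 further: potency means the concentration at half of the fitted maximal effect; plate controls were vehicle for no effect and no substrate for full effect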
Rhodamine fluor = qHTS Assay for Spectroscopic Profiling in Rhodamine Spectral Region; Rhodamine-region fluorescence, 547/598 nm, Tris buffer; hits give high values; max dye-equivalent concentration, M; hit rate 0.05% among 59,000; AID 594, 2007; in the data active means max dye-equivalent concentration above about 11 nM; inconclusive means between about 1.1 nM and that limit
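Compound fluorescence in 100 mM Tris, pH 8.0, read after 15 min at room temperature with 547 nm excitation and 598 nm emission. Output is dye-equivalent concentration from an on-plate rhodamine standard series.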
BRCT inh red = qHTS Assay for Inhibitors of BRCT-Phosphoprotein Interaction (Red Fluorophore); BRCT-phosphopeptide binding, red fluorescence polarization; Potency, µM (top dose mostly 76.9 µM), for the others: top-dose activity change, negative = inhibition, actives largely listed as inhibitors; hit rate 0.03% among 75,000; AID 892, 2007; further: on the % scale 0 is the no-effect control and ±100 the full control effect
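Fluorescence polarization: 100 nM His-tagged BRCA1 BRCT with 100 nM TAMRA-labelled phospho-BACH1 decapeptide, phosphate buffer pH 7.3 with 150 mM NaCl, DTT, 0.01% Tween 20; 12 min RT. Binding inhibition seen as FP decrease.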
HEK293 cAMP ctrl = qHTS Assay for Agonists of the Thyroid Stimulating Hormone Receptor: Activators of Intracellular cAMP Concentrations in Parental HEK 293; AID 938, 2007; hit rate 2.5% among 73,000; Potency, µM (titrated, usually from 57.1 µM), for inactives: at the top dose activation, hits mostly activators; parental HEK293 CNG cAMP sensor, membrane potential fluorescence; further: potency means the concentration at half of the fitted maximal effect; % of control where 0% means no effect; nearly all actives have a fitted effect of over 55% in size
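Counterscreen for endogenous-receptor signalling: CNG-channel HEK 293 cells report cAMP rise by membrane depolarization. After 60 min dye equilibration with 100 uM RO 20-1724, compounds incubated 30 min before bottom-read fluorescence at 590 nm.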
Fluorescein autfl = qHTS Assay for Spectroscopic Profiling in Fluorescein Spectral Region | Compound autofluorescence, 480/540 nm, fluorescein-equivalent; hits give high values | max fluorescein-equivalent concentration, M | hit rate 0.91% among 59,000 | AID 593, 2007; in the data active means max fluorescein-equivalent concentration above about 10 nM; inconclusive means between about 1.1 nM and that limit
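Values reflect compound autofluorescence, normalized to fluorescein on the same plate and reported at each tested concentration. Conditions: 100 mM Tris pH 8.0, room temperature, 15 min, excitation 480 nm, emission 540 nm.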
A350 fluor = qHTS Assay for Spectroscopic Profiling in A350 Spectral Region. Compound autofluorescence, 340/450 nm, Alexa 350 dye-equivalents; hits give high values. max dye-equivalent concentration, M. hit rate 11% among 59,000; in the data active means max dye-equivalent concentration above about 10 nM; inconclusive means mostly about 1.1 nM to 9.6 nM
BRCT inh green = qHTS Assay for Inhibitors of BRCT-Phosphoprotein Interaction (Green Fluorophore). Breast cancer type 1 susceptibility protein (Homo sapiens), P38398. BRCA1 BRCT-phosphopeptide binding, green fluorescence polarization. Potency, µM (series often up to 76.9 µM), without a hit: at the highest dose activity change, negative = inhibition, hits mostly inhibitors. hit rate 0.05% among 75,000. AID 875, 2007;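 further: potency means the concentration at half of the fitted maximal effect; plate controls were peptide without protein for full effect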
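Compounds were incubated for 12 min at room temperature with a complex of 100 nM fluorescein-tagged pBACH1 decapeptide and 250 nM His-tagged BRCT protein. Buffer was phosphate pH 7.3 with EDTA, DTT and Tween 20. Disruption of binding lowers the polarization signal.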
4-MU autofl = qHTS Assay for Spectroscopic Profiling in 4-MU Spectral Region. AID 589, 2007. max dye-equivalent concentration, M. compound autofluorescence, 340/450 nm, 4-MU equivalents; hits give high values. hit rate 11% among 59,000; in the data active means max dye-equivalent concentration above about 10 nM; inconclusive means mostly about 1.1 nM to 9.6 nM
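Intrinsic fluorescence at 340/450 nm (ex/em) was read after 15 min at room temperature in pH 8.0, 100 mM Tris. Each compound concentration expressed as 4-MU-equivalent concentration from a six-point 4-MU standard series on each plate.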
Casp7 inh = qHTS Assay for Allosteric/Competitive Inhibitors of Caspase-7 | Potency, µM (highest dose often 57.5 µM), inactives show top-dose activity change, negative = inhibition, usual class: inhibitors | recombinant caspase-7, Ac-DEVD-AFC fluorescence rate | AID 889, 2007 | hit rate 0.02% among 75,000; active means well fitted inhibition curve with a large enough effect in the main read-out, with a control signal flat, not every such curve was filed as active; inconclusive means small, poorly fitted or top-dose-only effect, or a change in a side signal; further: potency means the concentration at half of the fitted maximal effect; % of control where 0% means no effect
* = called active by the depositor; i = inactive; ? = inconclusive; / = no result given; [ ] = another dose, or the depositor's remark. Unless noted, the call rests on the fitted dose curve; in most records, active means well fitted curve in the direction sought with a large enough effect; inconclusive means small, poorly fitted or top-dose-only effect, or another doubt; inactive means no such curve, though single readings can be large; an effect the other way counts as inactive or inconclusive.

smiles	TexasRed autofl	USP2a inh	Casp1 inh	Rhodamine fluor	BRCT inh red	HEK293 cAMP ctrl	Fluorescein autfl	A350 fluor	BRCT inh green	4-MU autofl	Casp7 inh
CN(C)c1ccc(P(=O)(OCc2ccccc2)C(O)c2ccncc2)cc1 (stereo unspecified)	i	4%	-2%	i	-1.8%	3%	?	?	-2.0%	i	-2%
CCOC(=O)CCCNC(=O)CN1C(=O)NC2(CCCCCC2)C1=O	i	-6%	2%	i	-0.8%	2%	i	i	-1.9%	i	1%
O=C(Cn1cc(C(=O)C2CC2)c2ccccc21)NCC1CCCO1 (stereo unspecified)	i	0%	-2%	i	0.9%	5%	?	5.7e-08M*	-0.7%	6.1e-08M*	0%
O=C(NC1CCCc2ccccc21)c1ccc(CNc2c(N3CCOCC3)c(=O)c2=O)cc1 (stereo unspecified)	/	/	-1%	/	0.2%	-2%	/	/	-0.7%	/	-2%
COc1ccc(C(=O)CN2CCN(c3ccc(F)cc3)CC2)cc1OC	i	19%	4%	i	-0.1%	6%	?	i	-1.9%	i	0%
O=S(=O)(c1ccccc1)N1CCN(S(=O)(=O)c2ccccc2)c2ccccc21	i	/	2%[11.5 µM]	i	0.7%[15.4 µM]	16%[11.4 µM]	i	i	1.7%[15.4 µM]	i	-3%[11.5 µM]
CCCSc1nnc(-c2cccc(S(=O)(=O)N(C)C)c2)n1-c1cc(OC)ccc1OC	i	16%	-2%	i	-4.0%	7.9µM*	?	i	-0.9%	i	1%
CSc1nc2sc3c(c2c(=O)[nH]1)CCC(C)C3 (stereo unspecified)	i	/	/	i	/	/	i	?	/	?	/
COc1ccc2[nH]cc(CCNc3ccnc(-c4ccc(N(C)C)cc4)n3)c2c1	i	?	-10%	i	-1.2%	5%	?	5.9e-08M*	-0.3%	5.5e-08M*	-16%
CN(C)c1ccc(CNC23CN4CN(CN(C4)C2)C3)cc1	i	-7%	0%	i	0.1%	1%	i	i	-1.8%	i	-2%
CCc1cc(=O)oc2cc(C)cc(OC(=O)c3ccco3)c12	i	-1%	0%	i	-1.0%	18%	?	?	3.3%	i	0%
COc1cccc(C2CC(c3ccc(Cl)cc3Cl)Nc3nc(N)nn32)c1 (stereo unspecified)	i	17%	-6%	i	1.7%	-3%	i	i	0.4%	i	-5%
N#Cc1c(/N=C/N2CCCC2)oc(-c2ccccc2)c1-c1ccccc1	/	/	-3%	/	0.3%	9%	/	/	-2.7%	/	-3%
CC1CCc2c(C(=O)NCC3CCCO3)csc2C1 (stereo unspecified)	i	0%	-2%	i	-0.6%	4%	?	i	-3.3%	i	-1%
C[C@]12C=CC(=O)C=C1CC[C@@H]1[C@H]3C[C@@H](O)[C@](O)(C(=O)CO)[C@]3(C)C[C@H](O)[C@]12F	i	/	/	i	/	-1%	?	i	/	i	/
CCC1(C)Cc2nc3sc(C(=O)O)c(N)c3cc2CO1 (stereo unspecified)	i	21%	-13%	i	-0.6%	4%	?	4.2e-08M*	-0.4%	3.2e-08M*	-15%
CN(Cc1nc(-c2ccncc2)no1)S(=O)(=O)c1ccc(Cl)cc1	i	3%	0%	i	0.3%	25%	i	i	-2.5%	i	-1%
O=C(Nc1cccs1)Nc1ccccc1Cl	?	28%	-5%	i	-0.3%	-2%	?	i	2.8%	i	-12%
COc1ccc(-n2c(C)nnc2SCC(=O)N2C(C)CCCC2C)cc1 (stereo unspecified)	i	-6%	0%	i	-1.0%	2%	i	i	-1.4%	i	1%
CN(C)c1ccc(CN(C(=O)COc2ccc(F)cc2)C2CCS(=O)(=O)C2)cc1 (stereo unspecified)	i	22%	-2%	i	-0.5%	-2%	i	i	-0.1%	i	-1%
COCCCNC(=O)CCc1nc2cccnc2n1Cc1ccc(OC)cc1	?	2%	-2%	i	0.8%	-5%	i	i	3.7%	i	0%
Fc1ccc(Cn2nnnc2C(c2cccs2)N2CCCCCC2)cc1 (stereo unspecified)	i	-6%	0%	i	-2.0%	32µM*	?	i	-1.2%	i	-2%
CCS(=O)(=O)c1ccc(S(=O)(=O)CC)s1	/	1%	-2%	/	0.1%	11%	/	/	-2.2%	/	-1%
COc1cc(S(=O)(=O)NCCN2CCOCC2)c(OC)cc1Cl	?	3%	3%	i	-1.2%	0%	?	i	0.8%	i	1%
Cn1cccc1C(=O)N1CCC2(CCCN(Cc3nccs3)C2)CC1	i	18%	-7%	i	0.0%	12%	i	i	-1.0%	i	-2%
CCC(=O)Nc1sc(C(=O)N2CCCCC2)c(C)c1C#N	i	-4%	0%	i	-1.0%	-1%	?	i	0.1%	i	1%
CCOCc1nnc(NC(=O)COC)s1	i	-6%	-1%	i	-0.1%	0%	i	i	-0.9%	i	1%
Cc1ccc(N(CC(=O)NCc2cccnc2)S(C)(=O)=O)cc1C	/	-1%	-1%	/	-1.3%	-4%	/	/	-1.9%	/	-1%
CCC(C)(C)n1nnnc1C(c1ccc2ncccc2c1)N1CCN(Cc2ccc3c(c2)OCO3)CC1 (stereo unspecified)	i	35%[activator]	1%	i	-2.7%	6%	i	i	-2.6%	i	2%
Cc1ccccc1Cn1ccc(NC(=O)c2nc3ncccn3n2)n1	i	-2%	0%	i	-1.8%	4%	i	i	-6.9%	i	4%
Cc1nc2cnc(N(C)C)nc2n(CCc2ccccc2)c1=O	i	4%	?	i	1.0%	16µM*	i	?	7.9%	?	?
COc1cccc(C2CC(c3ccc(Cl)cc3)Nc3nc(N)nn32)c1 (stereo unspecified)	/	/	-9%	/	-1.6%	19%	/	/	-5.0%	/	-6%
Cn1cc(/C=N/n2cnc3sc4c(c3c2=O)CCCC4)c2ccccc21	i	32%[activator]	-2%	i	-0.5%	27%	i	2.1e-08M*	0.8%	2.5e-08M*	-3%
Cc1nc2cncnc2n(Cc2ccccc2Cl)c1=O	i	135%[activator]	-1%	i	1.5%	41%[0.457 µM]	?	i	0.4%	i	-9%
O=C(CCCN1C(=O)CCC1=O)Nc1cccc(C(F)(F)F)c1	i	-5%	0%	i	0.4%	8%	i	i	2.9%	i	2%
O=C(NCc1ccccc1)N1CCN(c2ccccc2F)CC1	i	8%	4%	i	-0.5%	17%	?	i	-0.7%	i	-3%
Cc1ccc(Cn2ccc(NC(=O)c3cc(-c4ccccc4)on3)n2)cc1	i	-5%	-2%	i	-0.3%	?	i	i	-0.7%	i	-1%
CC(=O)OCC1OC(c2ccccc2)C(OC(C)=O)C(OC(C)=O)C1OC(C)=O (stereo unspecified)	/	4%	-4%	/	-0.6%	?	/	/	-1.1%	/	-1%
O=C(COc1cccc2cccnc12)NCC(F)(F)F	i	6%	-4%	i	1.0%	15%	?	i	-2.5%	i	-5%
CN(C)c1cccc(C(=O)OCC(=O)NCc2ccco2)c1	i	11%	-1%	i	0.0%	13%	?	?	-0.5%	i	-1%
COc1ccc(C(C)=O)cc1COC(=O)c1cnc(C)cn1	?	2%	4%	i	-0.7%	-2%	?	i	0.8%	i	3%
O=C(NCc1cccnc1)NC1CCCN1S(=O)(=O)c1ccc(Cl)cc1 (stereo unspecified)	i	-10%	1%	i	-3.4%	15%	i	i	-3.0%	i	0%
COCCCn1c(=N)c(C(=O)NCc2ccc3c(c2)OCO3)cc2c(=O)n3cccc(C)c3nc21	i	8%	?	i	1.1%	-5%	i	2.9e-07M*	3.3%	2.2e-07M*	-21%
CCOC(=O)c1sc(NC(=O)CSc2nnc(C)s2)c(C(=O)OCC)c1C	i	116%[activator]	-1%	i	-0.3%	13µM*	?	i	2.4%	i	-1%
COc1ccc(N2CCN(C3CC(=O)N(c4ccc5c(c4)OCCO5)C3=O)CC2)cc1 (stereo unspecified)	i	10%	-1%	i	-0.6%	-2%	i	i	-1.1%	i	1%
c1ccc(CCNCc2ccco2)nc1	i	/	-3%[11.5 µM]	i	0.9%[15.4 µM]	4%[11.4 µM]	i	i	1.4%[15.4 µM]	i	1%[11.5 µM]
c1ccc(CCn2nnnc2C(c2cccnc2)N2CCN(c3ccccc3)CC2)cc1 (stereo unspecified)	i	7%	1%	i	-2.8%	29%	?	i	-2.3%	i	?

Two successive records already listed:
smiles	TexasRed autofl	USP2a inh	Casp1 inh	Rhodamine fluor	BRCT inh red	HEK293 cAMP ctrl	Fluorescein autfl	A350 fluor	BRCT inh green	4-MU autofl	Casp7 inh
c1ccc(CCNCc2ccco2)nc1	i	/	-3%[11.5 µM]	i	0.9%[15.4 µM]	4%[11.4 µM]	i	i	1.4%[15.4 µM]	i	1%[11.5 µM]
c1ccc(CCn2nnnc2C(c2cccnc2)N2CCN(c3ccccc3)CC2)cc1 (stereo unspecified)	i	7%	1%	i	-2.8%	29%	?	i	-2.3%	i	?

A portion of the library; count on the stated rates, not on these rows.
